# sEH activator: increases human soluble epoxide hydrolase activity. P34913. purified human sEH enzymatic activity, activator screen. activation, % at 2 µM. 0.04% of 91,000 active; in the data active = activation above about 37%; note: values of inactives mirror those of a sister screen read the other way
# TNFa cytotox: toxic to HUVEC cells under TNF alpha stimulation; HUVEC TNFalpha-stimulated, Hoechst cell count, imaging; cell count reduction, % at 2 µM; 0.17% of 93,000 active;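 active = cell count reduction exceeding the screen mean by over 5 SD, scaled to untreated wells per plate, cut at about 78% in these data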;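 note: cells counted after 24 h of TNF alpha exposure following the 1 h pretreatment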
# IL1B cytotox: toxic to HUVEC cells under IL-1B stimulation | cell count reduction, % at 2 µM | 0.41% of 94,000 active | HUVEC cell count loss, Hoechst imaging, IL-1B stimulated;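 active = cell count reduction more than 3 SD above the screen-wide mean, cut at about 70% in these data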;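 note: normalized per plate to untreated control cells as the no-loss baseline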
# cytoskel mod: cytoskeleton assembly modification; inhibition, % at 2 µM; 0.18% of 91,000 active; AID 836; HUVEC TNFa F-actin phalloidin imaging, high content;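 active = inhibition above the batch mean plus 3 SD and confirmed as a hit by visual image inspection, cut at about 30% in these data, passing the limit was not always enough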; note: strong numbers were not always called active
# sEH inhibitor: blocks human soluble epoxide hydrolase activity; inhibition, % at 2 µM; 0.34% of 91,000 active; recombinant human sEH enzymatic activity assay; P34913; in the data active = inhibition above about 80%; note: values of inactives mirror those of a sister screen read the other way; many of its hits are not listed in these tables
# Candida biofilm: kills Candida albicans biofilms; C. albicans biofilm + clotrimazole, Alamar Blue; inhibition, % at 6 µM; 0.14% of 85,000 active;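 active = inhibition above 20%; inactive = inhibition below 20%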;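 note: preformed 24 hr biofilms exposed to compound for 48 hr; 0% = biofilm without compound and 100% = blank killed by clotrimazole plus chlorhexidine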
# VCAM1 TNFa inh: reduces TNF alpha induced VCAM1 expression in HUVEC. inhibition, % at 2 µM. HUVEC TNFa-induced VCAM-1 immunofluorescence, high-content imaging. 0.48% of 95,000 active;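 active = inhibition above the batch mean plus 3 SD, with images confirmed as a hit by eye, cut at about 37% in these data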;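 note: 0% = TNF-stimulated DMSO wells and 100% = unstimulated control wells; not every result past the cut was called active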
# Smad3 FoxH1 inh: Smad3 (human) transcription factor binding inhibition | P84022 | TR-FRET Smad3/Dy647-FoxH1 peptide binding, europium anti-His | inhibition, % at 25 µM | 0.29% of 88,000 active;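 active = compounds that reduce the energy-transfer binding signal between the protein and its labelled peptide by more than half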;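 note: 0% = Smad3 plus labelled peptide maximal FRET and 100% = peptide-only background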
# Target sequence (P84022 whole entry, looked up): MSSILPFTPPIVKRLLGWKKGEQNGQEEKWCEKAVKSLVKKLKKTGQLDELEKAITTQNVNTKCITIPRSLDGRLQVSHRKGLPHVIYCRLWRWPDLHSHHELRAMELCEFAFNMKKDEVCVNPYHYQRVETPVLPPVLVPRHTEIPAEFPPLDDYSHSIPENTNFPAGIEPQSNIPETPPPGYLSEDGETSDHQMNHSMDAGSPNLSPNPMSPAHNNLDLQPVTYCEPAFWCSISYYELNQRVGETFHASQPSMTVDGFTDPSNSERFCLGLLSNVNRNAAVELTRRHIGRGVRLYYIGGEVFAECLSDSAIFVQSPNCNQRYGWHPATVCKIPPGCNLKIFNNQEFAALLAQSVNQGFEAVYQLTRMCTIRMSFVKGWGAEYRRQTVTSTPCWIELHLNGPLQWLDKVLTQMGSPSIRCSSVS
# ERb coact inh: ER-beta (human) coactivator binding inhibition | TR-FRET ER-beta LBD / SRC1-Cy5 peptide binding; receptor agonist-loaded with 1 µM estradiol | inhibition, % at 25.6 µM | 1.3% of 86,000 active;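 active = compounds whose percent inhibition of the receptor-coactivator binding signal exceeds about 50% in the single-dose screen, limit read from the data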;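 note: 0% = receptor plus peptide wells without compound and 100% = peptide-only wells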
# Target sequence (Q92731 whole entry, looked up, the tested form may be a part): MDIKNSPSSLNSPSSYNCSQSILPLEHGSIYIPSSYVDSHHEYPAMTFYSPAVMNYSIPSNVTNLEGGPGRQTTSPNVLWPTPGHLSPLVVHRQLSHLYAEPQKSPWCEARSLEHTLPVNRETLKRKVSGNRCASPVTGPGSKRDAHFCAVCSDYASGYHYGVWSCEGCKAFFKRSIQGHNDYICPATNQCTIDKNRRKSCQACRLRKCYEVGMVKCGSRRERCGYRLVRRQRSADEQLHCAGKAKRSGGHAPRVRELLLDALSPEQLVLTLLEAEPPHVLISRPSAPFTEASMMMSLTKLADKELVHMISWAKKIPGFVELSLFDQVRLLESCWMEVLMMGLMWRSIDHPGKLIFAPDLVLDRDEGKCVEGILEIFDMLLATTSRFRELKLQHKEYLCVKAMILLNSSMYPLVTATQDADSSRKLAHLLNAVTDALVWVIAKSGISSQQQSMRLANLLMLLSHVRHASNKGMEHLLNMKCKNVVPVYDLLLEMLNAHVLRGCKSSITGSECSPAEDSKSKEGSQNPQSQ
# * marks the source's active call; other numbers are inactive results; . = no result given; [ ] = dose if it differs, or a comment. Only part of the results is shown; the hit share may differ from the screen's.
SMILES,sEH activator,TNFa cytotox,IL1B cytotox,cytoskel mod,sEH inhibitor,Candida biofilm,VCAM1 TNFa inh,Smad3 FoxH1 inh,ERb coact inh
Cc1cccc(-n2nnc(C(=O)Nc3ccc(F)cc3)c2N)c1,-3.9,-17.7,-31.9,-17.4,4.3,-5.4,0.5,4.2,37.0[fluorescence artefact?]
Cc1cc2nc(SCCN3CCOCC3)[nH]c2cc1C,11.6,2.1,16.2,-2.7,-5.9,0.3,1.0,2.4,-13.7
O=C(O)C1CCCCC1C(=O)NCc1ccc(F)cc1 (stereo unspecified),-7.3,-19.1,-11.0,-1.7,5.4,7.2,-9.5,-2.0,-7.6
CCCCOc1ccc(C(=O)Nc2ccc(S(=O)(=O)Nc3cc(C)on3)cc2)cc1OC,-0.6,14.2,21.0,33.6,1.3,7.7,-11.3,-7.8,5.7
O=C(NC1CCCCC1)C1CCN(S(=O)(=O)c2cccc3nsnc23)CC1,-32.7,1.7,10.8,5.9,34.6,.,7.8,.,.
O=C(NC1CCCC1)c1cc2c(ccc3ccccc32)o1,3.6,-12.2,-26.8,-1.4,-2.2,-0.9,-2.9,-18.0,2.3
CCOC(=O)CSc1nnc(CNC(=O)c2ccc(OC)cc2)n1-c1ccc(OC)cc1,15.0,-9.9,0.4,-5.9,-14.7,3.2,-6.7,0.8,1.3
COc1ccc(NC(=O)CCS(=O)(=O)c2ccc3c(c2)CCCN3C(C)=O)cc1Cl,-17.7,-31.4,7.4,4.6,17.9,0.6,2.8,7.7,-0.6
O=C(CNC(=O)c1ccccc1F)NC1CC1,-3.7,.,-7.9,.,7.1,5.5,.,-8.9,0.3
Cc1cc(C)cc(-n2c(C)cc(/C=N/NC(=O)c3cccc([N+](=O)[O-])c3C)c2C)c1,-7.6,-17.5,-5.8,0.0,8.8,.,-17.8,.,.
O=C(CSc1nnc(-c2ccc(F)cc2)o1)Nc1ccc(S(=O)(=O)N2CCCC2)cc1,-22.3,-45.3,-16.0,20.0,23.3,-0.7,-16.9,4.8,-18.3
Cc1cc(C)c(C)c(S(=O)(=O)N2CCN(Cc3nc4ccccc4[nH]3)CC2)c1C,.,6.2,8.9,-8.6,.,-3.0,-6.6,3.3,-12.2
Cc1cccc(C)c1NC(=O)N1CCC(n2c(=O)[nH]c3ccccc32)CC1,7.9,-12.2,7.0,0.0,-10.8,8.7,3.4,3.1,7.2
O=C(NCc1ccc2c(c1)OCO2)c1cccnc1,1.0,-10.2,-14.3,-18.2,-2.7,.,14.3,.,.
Cc1ccc(CNC(=O)C2CCCN(Cc3cnn(-c4ccccc4)c3-n3cccc3)C2)cc1 (stereo unspecified),-17.2,-19.6,-7.5,26.2,16.1,.,-1.9,.,.
Cc1ccccc1N1C(=O)[C@@H]2Cc3ccccc3CN2C1=O,2.3,.,-13.3,-16.2,-1.0,5.3,.,-7.3,-2.5
O=C(Oc1ccc2cc(Br)ccc2c1)c1cccnc1,-3.3,-3.3,-6.3,-12.3,3.7,.,-6.5,.,.
CCC(C)N1C(=O)CCC1C(=O)NCc1ccc2c(c1)OCO2 (stereo unspecified),12.1,-14.7,-0.8,-0.3,-13.6,2.2,-7.7,18.6[fluorescence artefact?],-15.9
COc1cccc(CNc2ncc(Br)cc2Br)c1O,.,9.1,.,-19.3,.,7.4,1.4,8.3,-5.5
CSCCC(NC(=O)c1cc(C)oc1C)C(=O)O (stereo unspecified),7.3,-34.8,-78.7,12.6,-5.3,2.6,10.9,-2.1,-12.9
O=C(Nc1ccncc1)C1(c2ccccc2)CCCC1,-6.3,-34.7,-57.0,11.4,7.7,7.4,-14.1,-4.2,7.2
COc1cc(OC)cc(C(C(=O)NC2CCCCC2)N(C(=O)c2ccno2)c2ccccc2)c1 (stereo unspecified),17.5,1.3,-5.5,-2.1,-13.8,9.5,-7.7,13.1,-6.3
Cc1ccc(C)c(N2CCN(C(=O)CN(C)S(=O)(=O)c3ccc4c(c3)CCC(=O)N4)CC2)c1,-37.1,-16.5,0.3,-4.1,35.4,1.2,-1.4,1.0,-8.1
O=C1c2ccccc2C(=O)N1CCCP(=O)(O)CCc1ccccc1,11.0,-6.5,-12.4,-6.2,-7.8,6.5,-4.3,1.1,-4.1
O=S(=O)(c1cccc(S(=O)(=O)N2CCC(N3CCCCC3)CC2)c1)N1CCOCC1,1.3,-9.9,10.5,-7.5,3.9,.,-1.5,.,.
Cc1ccc(OCc2nn3c(-c4ccco4)nnc3s2)cc1,-2.1,-20.0,-20.8,6.9,1.1,0.6,6.1,1.9,6.3[fluorescence artefact?]
Cc1cc2nnc(SCC(=O)NCc3cccs3)n2c2ccccc12,-10.3,3.1,-101.5,-26.4,8.5,4.6,11.4,5.5,1.9
CCOc1cc(S(=O)(=O)n2nc(C)cc2C)ccc1F,-4.1,-7.9,-107.7,1.0,-1.2,6.2,3.8,-5.5,-8.3
Cc1ccccc1NC(=O)c1c(F)c(F)c(F)c(F)c1F,-5.5,8.3,-83.3,-4.5,6.2,0.3,-2.3,2.5,1.5
COc1ccc(C2C(C#N)=C(N)OC3=C2C(=O)CCC3)c(OC)c1OC (stereo unspecified),-1.0,2.2,-32.6,-0.8,-0.9,8.0,-28.7,-2.1,-0.3[fluorescence artefact?]
COC(=O)C1=C(C)OC(N)=C(C#N)C1c1ccc(OC)c(OC)c1OC (stereo unspecified),-7.9,-15.0,-3.9,2.4,7.5,6.6,9.6,-1.2,-5.0
CCn1cc(C(=O)NC2CCCCC2)c(=O)c2ccc(C)nc21,-3.1,-34.4,-4.9,9.8,0.8,6.0,2.0,-9.0,-16.2[fluorescence artefact?]
COc1cc(C(=S)N2CCC(C(N)=O)CC2)ccc1O,3.0,-2.1,-24.1,-10.7,-2.9,0.8,-8.7,-0.2,-6.6
COc1ccc(CC(=O)Nc2ccc(S(=O)(=O)NC(C)C)cc2)cc1,-42.1,-26.1,-42.6,-9.3,43.2,1.8,7.9,0.8,2.5[fluorescence artefact?]
CCCCOc1ccc(NC(=O)CSc2nnnn2C)cc1,-3.4,-18.1,-3.2,1.2,4.5,6.6,-3.0,-7.5,11.8
CCn1c2ccccc2c2nnc(SCC(N)=O)nc21,-4.7,7.1,-3.3,1.2,6.5,-1.0,26.5,4.7,-0.4
COc1ccc(CN(C)c2ncnc(N)n2)cc1,-3.1,-0.8,-17.3,0.7,0.8,5.1,18.8,4.6,-6.5
Cc1ccc(S(=O)(=O)N2CCC(C(=O)N3CCC[C@H]3C(=O)NCc3ccccc3)CC2)cc1,15.7,-24.8,4.6,-4.9,-17.1,5.3,5.2,-7.7,-2.2
Cc1cc(N2CCCC2)ccc1/C=N/n1cnnc1,-5.1,-22.7,-54.2,-16.8,6.4,6.6,-3.7,11.9,17.9[fluorescence artefact?]
O=C(Nc1cccc2ccccc12)C12CC3CC(C1)CC(n1cnc([N+](=O)[O-])n1)(C3)C2,-4.3,-3.6,-12.1,-8.2,2.7,.,0.8,.,.
COc1ccccc1C1=NN(C(=S)Nc2ccccc2)C(c2ccco2)C1 (stereo unspecified),-3.9,-30.8,6.7,10.5,3.6,.,-3.4,.,.
CCC(=O)Nc1ccc2c(c1)nc1n2CCSC1,.,-30.8,-19.1,6.7,.,4.0,1.7,-6.4,8.1
O=C(CSCc1ccccc1)Nc1cccc(C(=O)Nc2ccccc2C(=O)O)c1,-4.5,0.0,-36.3,-7.0,6.2,.,19.7,.,.
Cc1ccc2nc(SCC(=O)Nc3ccc4sc(C)nc4c3)c(C#N)cc2c1,-24.6,-11.2,2.0,-4.4,24.3,.,-8.8,.,.
CC1(C)CC(=O)C=C(NCc2ccccc2)C1,5.7,13.0,-5.3,-12.0,-2.5,.,10.8,.,.
Cc1nc(NNC(=O)c2ccc(Cl)cc2Cl)cc(-c2ccccc2)n1,-1.5,-10.2,8.7,.,-2.9,4.1,0.9,7.0,-0.2[fluorescence artefact?]
CCc1cc2c(=O)c(-c3nc4ccccc4n3C)coc2c(CN2CCN(C)CC2)c1O,-4.9,11.6,-6.2,-16.3,5.1,0.1,11.2,-7.4,-3.4
CC(c1ccccc1)N1CC(C(=O)N2CCN(c3ccc(F)cc3)CC2)CC1=O (stereo unspecified),0.0,7.8,5.1,-2.9,1.4,-3.5,3.7,-9.9,-6.8
c1ccc(-c2nnc(-c3c[nH]c4ccccc34)nc2-c2ccccc2)cc1,6.7,-21.9,-17.9,7.0,-5.1,.,-9.4,.,.
CCOC(=O)C1CCN(Cc2oc(CO)cc(=O)c2O)CC1,-7.0,-4.4,-18.2,.,4.2,3.8,-5.3,7.6[fluorescence artefact?],-7.7
# Next records.
SMILES,sEH activator,TNFa cytotox,IL1B cytotox,cytoskel mod,sEH inhibitor,Candida biofilm,VCAM1 TNFa inh,Smad3 FoxH1 inh,ERb coact inh
Cc1ccc(S(=O)(=O)/C(C#N)=C/c2c(N3CCN(C)CC3)nc3c(C)cccn3c2=O)cc1,6.7,-5.1,-51.3,14.3,-3.2,1.5,-0.7,-0.8,-11.9
COc1ccc(S(=O)(=O)Cc2ccc(C(=O)NCCc3ccc(S(N)(=O)=O)cc3)o2)cc1,2.8,5.5,-16.7,-1.2,-3.6,12.7,-2.9,-2.7,18.6
CCCc1[nH]nc2c1C(Cc1ccccc1)C(C#N)=C(N)O2 (stereo unspecified),9.3,-2.4,-43.7,9.0,-7.5,5.6,-0.1,3.6,7.5
CC(=O)N1CCC2(CC1)C(C#N)=C(N)OC1=C2C(=O)CC(C)(C)C1,1.8,9.6,2.3,-1.9,-2.1,-2.4,2.9,-1.0,-5.8
COc1ccc(C2C/C(=N\O)C(C)(C)O2)cc1 (stereo unspecified),.,20.0,6.2,1.6,.,-1.7,-3.3,-13.2,11.2[fluorescence artefact?]
CCSc1nc2c([nH]c3ccccc32)c(=O)n1C,-8.3,-6.4,-2.2,1.1,11.5,0.4,8.2,17.4[fluorescence artefact?],1.2
CCOC(=O)CN1C(=O)C(Sc2n[nH]c(-c3cccc(C)c3)n2)CCc2ccccc21 (stereo unspecified),-4.9,-13.0,.,8.8,4.9,.,3.5,.,.
C=CCOC(=O)C1=C(C)NC(=O)NC1/C=C/c1ccccc1 (stereo unspecified),1.2,3.9,14.7,33.1,2.7,5.6,33.4,19.9[fluorescence artefact?],-4.8
CCOC(=O)c1oc2cccc(OCC(O)CNC(C)C)c2c1C (stereo unspecified),-13.0,.,2.5,-8.5,14.1,-5.8,.,3.5,0.3[fluorescence artefact?]

# Sorted by length of the SMILES (falling): part of the list above
SMILES,sEH activator,TNFa cytotox,IL1B cytotox,cytoskel mod,sEH inhibitor,Candida biofilm,VCAM1 TNFa inh,Smad3 FoxH1 inh,ERb coact inh
Cc1ccc(S(=O)(=O)/C(C#N)=C/c2c(N3CCN(C)CC3)nc3c(C)cccn3c2=O)cc1,6.7,-5.1,-51.3,14.3,-3.2,1.5,-0.7,-0.8,-11.9
COc1ccc(S(=O)(=O)Cc2ccc(C(=O)NCCc3ccc(S(N)(=O)=O)cc3)o2)cc1,2.8,5.5,-16.7,-1.2,-3.6,12.7,-2.9,-2.7,18.6
CCOC(=O)CN1C(=O)C(Sc2n[nH]c(-c3cccc(C)c3)n2)CCc2ccccc21 (stereo unspecified),-4.9,-13.0,.,8.8,4.9,.,3.5,.,.
CCCc1[nH]nc2c1C(Cc1ccccc1)C(C#N)=C(N)O2 (stereo unspecified),9.3,-2.4,-43.7,9.0,-7.5,5.6,-0.1,3.6,7.5
CCOC(=O)c1oc2cccc(OCC(O)CNC(C)C)c2c1C (stereo unspecified),-13.0,.,2.5,-8.5,14.1,-5.8,.,3.5,0.3[fluorescence artefact?]

# Compound activity (PubChem BioAssay)
